From PubChem BioAssay
GAA inh: qHTS Assay for Inhibitors of Human alpha-Glucosidase as a Potential Chaperone Treatment of Pompe Disease. Potency, µM (doses to about 76.9 µM), for inactives: at the highest dose activity change, negative = inhibition, hits mostly inhibitors. purified human GAA, 4-MU-alpha-glucoside fluorescence. AID 1466, 2008. Lysosomal alpha-glucosidase (Homo sapiens), P10253. 0.005% of 200,000 active;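 note: plate controls were uninhibited enzyme wells for no effect and no-enzyme background for full effect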
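qHTS format, compound range up to 77 uM. Human lysosomal enzyme at 4 nM, 400 uM 4-MU glucoside substrate, pH 5.0, 20 min room temperature; fluorescence after alkaline stop gives activity normalized to controls.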
ALDH1A1 inh: qHTS Assay for Inhibitors of Aldehyde Dehydrogenase 1 (ALDH1A1); Potency, µM (highest dose often 75.3 µM), without a hit: at the highest dose activity, negative = inhibition, actives largely listed as inhibitors; Aldehyde dehydrogenase 1A1 (Homo sapiens), P00352; Purified ALDH1A1, NADH fluorescence, propionaldehyde substrate; 7.3% of 220,000 active; active = well fitted inhibition curve with a large enough effect, not every such curve was filed as active; inconclusive = small, poorly fitted or top-dose-only effect, or another doubt; inactive = no such curve, though single readings can be large or run the other way;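 note: plate controls were no enzyme wells and a reference inhibitor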
GAA glycogen mod: qHTS Assay for Inhibitors and Activators of Human alpha-Glucosidase Cleavage of Glycogen | recombinant GAA, glycogen substrate, Amplex Red glucose oxidase fluorescence | 0.38% of 300,000 active | Lysosomal alpha-glucosidase (Homo sapiens), P10253 | Potency, µM (doses to about 76.4 µM), for inactives: at the top dose activity change, negative = inhibition, usual class: inhibitors;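 note: 0% = full enzyme reaction and -100% = no-enzyme basal signal; the screen sought inhibitors and activators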
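Recombinant enzyme (4 nM final) with compounds titrated up to 77 uM and bovine liver glycogen (30 ug) in citrate pH 5.0, 0.01% Tween-20, 37 C 40 min. Released glucose detected by Amplex Red/glucose oxidase (Ex 573/Em 610); AC50 from Hill fits.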
SMN2 splice enh: qHTS Assay for Enhancers of SMN2 Splice Variant Expression. HEK293 SMN2-luciferase splicing reporter, luminescence, 30-36 h. Potency, µM (doses to about 46.1 µM), without a hit: at the highest dose activity change, positive = activation, actives largely listed as activators. 2.8% of 210,000 active. AID 1458, 2008; note: % of control where 0% means no effect; nearly all actives have a fitted effect of over 55% in size
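qHTS luciferase splicing reporter: luminescence rises when SMN2 exon 7 is included in transfected HEK293 cells. Compound exposure lasted 30-36 h at 37C, with 4.5 mM final sodium butyrate as control, followed by a ONE-Glo read.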
JMJD2E inh: qHTS Assay for Inhibitors of Human Jumonji Domain Containing 2E (JMJD2E) | Lysine-specific demethylase 4E (Homo sapiens), B2RXH2 | JMJD2E catalytic domain, FDH-coupled NADH fluorescence (FDH is formaldehyde dehydrogenase) | Potency, µM (titrated, usually from 57.1 µM), without a hit: top-dose activity change, negative = inhibition, most hits filed as inhibitors | 1.6% of 230,000 active | AID 2147, 2009; active = well fitted inhibition curve with a large enough effect, not every such curve was filed as active; inconclusive = small, poorly fitted or top-dose-only effect, or another doubt; inactive = no such curve, though single readings can be large or run the other way;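 note: 0% = wells with enzyme and -100% = buffer wells without enzyme; nearly all actives have a fitted effect of over 50% in size; many of its hits are not listed in these tables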
Target sequence (B2RXH2 1-337 limits assumed): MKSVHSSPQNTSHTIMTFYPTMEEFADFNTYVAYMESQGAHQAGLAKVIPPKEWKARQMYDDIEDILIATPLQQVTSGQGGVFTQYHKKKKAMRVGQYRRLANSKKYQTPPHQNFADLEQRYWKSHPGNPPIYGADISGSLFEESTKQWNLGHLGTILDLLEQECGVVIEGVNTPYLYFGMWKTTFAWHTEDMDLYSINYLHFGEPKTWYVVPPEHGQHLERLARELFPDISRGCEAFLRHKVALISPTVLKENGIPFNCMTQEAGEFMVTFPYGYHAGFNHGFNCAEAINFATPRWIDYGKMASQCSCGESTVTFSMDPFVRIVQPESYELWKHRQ
aGal spleen mod: qHTS Assay for Inhibitors and Activators of Human alpha-Galactosidase From Spleen Homogenate; Alpha-galactosidase A (Homo sapiens), P06280; AID 2107, 2009; 0.008% of 240,000 active; Potency, µM (doses to about 80 µM), inactives show top-dose activity change, negative = inhibition, usual class: inhibitors; human spleen homogenate, 4MU-alpha-Gal fluorescence, 40 min;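 note: 0% = enzyme with vehicle and -100% = no enzyme basal signal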
Target sequence (P06280 32-429 limits assumed): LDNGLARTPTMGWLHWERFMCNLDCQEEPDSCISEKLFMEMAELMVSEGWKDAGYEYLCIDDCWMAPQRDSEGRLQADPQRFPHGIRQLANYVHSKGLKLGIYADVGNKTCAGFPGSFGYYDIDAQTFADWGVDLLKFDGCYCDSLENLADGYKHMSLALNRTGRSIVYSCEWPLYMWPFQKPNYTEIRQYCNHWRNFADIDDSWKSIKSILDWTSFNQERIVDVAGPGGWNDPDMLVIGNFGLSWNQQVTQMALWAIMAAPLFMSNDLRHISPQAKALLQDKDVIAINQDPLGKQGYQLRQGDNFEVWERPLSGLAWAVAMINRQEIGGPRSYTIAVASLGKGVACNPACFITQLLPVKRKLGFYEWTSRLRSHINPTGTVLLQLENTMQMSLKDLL
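Fluorogenic readout (Ex 365/Em 440 nm) of 4-methylumbelliferone released from 1 mM 4-MU-alpha-galactoside by spleen homogenate, 40 min at 37C, pH 5.0. Data normalized to no-enzyme and enzyme controls; Hill-equation AC50 from compound titrations.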
GoLoco inh red: qHTS Assay for Inhibitors of RGS12 GoLoco Motif Activity (Red Fluorophore); Gai1:RGS12 GoLoco peptide FP, rhodamine, 10 min; Potency, µM (doses to about 61.6 µM), for inactives: at the top dose activity, negative = inhibition, actives largely listed as inhibitors; 0.44% of 230,000 active; active = well fitted inhibition curve with a large enough effect, not every such curve was filed as active; inactive = no such curve, though single readings can be large or run the other way; note: % is set by controls: 0 for no effect and ±100 for the full control effect; nearly all actives have a fitted effect of over 30% in size; many of its hits are not listed in these tables
Target sequence (P63096 whole entry, looked up): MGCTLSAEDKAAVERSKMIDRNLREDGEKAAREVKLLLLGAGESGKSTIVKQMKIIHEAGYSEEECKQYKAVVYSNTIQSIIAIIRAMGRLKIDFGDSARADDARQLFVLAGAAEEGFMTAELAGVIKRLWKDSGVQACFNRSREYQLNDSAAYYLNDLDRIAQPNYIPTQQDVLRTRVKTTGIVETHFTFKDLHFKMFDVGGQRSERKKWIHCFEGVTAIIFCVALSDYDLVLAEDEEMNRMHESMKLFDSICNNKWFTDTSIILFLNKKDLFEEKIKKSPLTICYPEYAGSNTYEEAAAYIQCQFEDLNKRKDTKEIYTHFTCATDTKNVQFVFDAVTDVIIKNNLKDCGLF
aGlu spleen mod: qHTS Assay for Inhibitors and Activators of Human alpha-Glucosidase From Spleen Homogenate; Lysosomal alpha-glucosidase (Homo sapiens), P10253; human spleen homogenate, 4-MU-alpha-glucoside fluorescence; Potency, µM (doses to about 79.9 µM), without a hit: at the top dose activity change, negative = inhibition, most hits filed as inhibitors; 0.006% of 240,000 active;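 note: 0% = enzyme with vehicle and -100% = no enzyme basal signal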
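Human spleen homogenate (1 ug) with 4-methylumbelliferyl-alpha-D-glucopyranoside (1 mM final) in 50 mM citrate/phosphate pH 5.0, 0.01% Tween-20; 40 min at 37 C. Stopped at pH 10; 4-MU fluorescence Ex 365/Em 440 nm; AC50 by Hill fit.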
An asterisk follows results filed as active; ? = inconclusive; nt = not tested or not shown; [ ] = dose if it differs, or a comment. Unless noted, calls come from the whole dose curve; as a rule, active = well fitted curve in the direction sought with a large enough effect; inconclusive = small, poorly fitted or top-dose-only effect, or another doubt; inactive = no such curve, though single readings can be large; an effect the other way counts as inactive or inconclusive. Potency is the fitted concentration of half-maximal effect. The list is partial; rates above refer to the full screens.

SMILES	GAA inh	ALDH1A1 inh	GAA glycogen mod	SMN2 splice enh	JMJD2E inh	aGal spleen mod	GoLoco inh red	aGlu spleen mod
CCNC(=O)Cn1c(=O)c2c(ncn2Cc2ccccc2)n(Cc2ccccc2)c1=O	10%	19%	-3%	12%	6%	16%	9%	5%
C=CCOc1ccc(/C=N/NC(=O)CN(c2cc(Cl)ccc2OC)S(=O)(=O)c2ccc(C)c([N+](=O)[O-])c2)cc1	-4%	-5%	-13%	2%	11%	8%	-4%	4%
O=C(N/N=C/c1cccc([N+](=O)[O-])c1)c1cc2c(ccc3ccccc32)o1	0%	11%	1%	-5%	-2%	-8%	38%[activator]	-6%
O=C(c1ccccc1)N1CCN(C(=O)N2CCOCC2)CC1	-4%	-13%	-6%	5%	0%	0%	4%	-3%
COc1ccc(Nc2n[nH]c(N)c2C(N)=O)cc1	3%	-3%	?	-14%	-1%	2%	8%	2%
O=C(NCC1CCCO1)C(c1cccs1)N(Cc1ccccc1Cl)C(=O)c1ccc(-c2ccccc2)[nH]1 (stereo unspecified)	1%	-12%	-10%	-4%	?	1%	6%	-14%
Cc1nc2nc(SCC(=O)c3ccccc3)[nH]c2cc1Br	nt	nt	-2%	nt	-1%	11%	10%	3%
CCCn1nnc(NC(=O)c2ccccc2Cl)n1	-5%	4%	-4%	19%	4%	3%	1%	0%
COc1ccccc1N(CC(=O)Nc1ccccc1C(=O)NCC(C)C)S(C)(=O)=O	-2%	-3%	9%	-4%	?	-12%	4%	-3%
COc1ccc(C(=O)n2nc(C#N)c(C#N)c2N)cc1	-5%	-13%	-12%	nt	10%	1%	14%	-3%
Cc1ccc(C2NC(c3ccc(C)cc3)C([N+](=O)[O-])C(C)(C)C2[N+](=O)[O-])cc1 (stereo unspecified)	-4%	-4%	-5%	-18%	6%	5%	-2%	-4%
CCC(=O)Nc1ccc(NC(=O)CSc2nnnn2C(C)C)cc1	?	-12%	5%	-10%	2%	-14%	6%	-3%
CCNc1nc(SC(C)C(=O)OC)nc(N(C)C)n1 (stereo unspecified)	-4%	7%	-2%	0%	0%	1%	14%	1%
S=C(Nc1ccccc1)N1CCN(Cc2ccccc2)CC1	nt	nt	-1%	nt	-9%	1%	-1%	0%
COCCNC(=O)CN(C(=O)Cn1nnc2ccccc21)c1ccc(C)cc1	6%	6%	0%	-9%	2%	9%	-4%	-1%

The list goes on, starting with the last 3 of the part before.
SMILES	GAA inh	ALDH1A1 inh	GAA glycogen mod	SMN2 splice enh	JMJD2E inh	aGal spleen mod	GoLoco inh red	aGlu spleen mod
CCNc1nc(SC(C)C(=O)OC)nc(N(C)C)n1 (stereo unspecified)	-4%	7%	-2%	0%	0%	1%	14%	1%
S=C(Nc1ccccc1)N1CCN(Cc2ccccc2)CC1	nt	nt	-1%	nt	-9%	1%	-1%	0%
COCCNC(=O)CN(C(=O)Cn1nnc2ccccc21)c1ccc(C)cc1	6%	6%	0%	-9%	2%	9%	-4%	-1%
O=C(c1ccccc1)c1c[nH]c(C(=O)NNc2cccc(Cl)n2)c1	8%	?	nt	-1%	-7%	4%	46%[activator]	6%
CC(=O)Oc1c2c(c3c(c1CC=C(C)C)O[C@@]14C(=CC5CC1C(C)(C)OC4(C/C=C(\C)C(=O)O)C5=O)C3=O)OC(C)(CCC=C(C)C)C=C2 (stereo partly specified)	nt	-4%	nt	-102%[inhibitor]	-12%	7%	0%	-16%
Cn1c(=O)c2c(-c3ccccc3)n(Cc3ccccn3)cc2n(C)c1=O	0%	?	3%	26%	?	2%	5%	-19%
O=C(NCc1ccc(Cl)cc1)C1CCN(S(=O)(=O)c2ccccc2)CC1	3%	?	12%	4%	7%	-11%	1%	-1%
N=C1SCC(=O)N1/N=C/c1ccccc1	4%	-8%	-3%	-33%	-3%	-2%	13%	2%
O=C(CSc1nc(O)cc(=O)[nH]1)N1CCCc2ccccc21	5%	22µM*	-2%	33%	0%	2%	3%	-18%
Cc1cc(C)n2nc(SCc3nnc(-c4ccc(F)cc4)o3)nc2n1	-1%	?	3%	-18%	-8%	2%	31%[activator]	-11%
NC(=O)NOCc1c(Cl)cccc1Cl	-5%	6%	-1%	16%	-3%	2%	4%	6%
Cc1nc2cc(NC(=O)NCc3ccco3)ccc2n1C	-6%	3%	-2%	?	-9%	-3%	11%	-5%
COCc1cc(C)n(CC(=O)N2CCCC2)c(=O)c1C#N	0%	?	-1%	-9%	-1%	-3%	-15%	-5%
COc1ccc(Cl)cc1N(CC(=O)Nc1cccc(SC)c1)S(C)(=O)=O	3%	-4%	2%	0%	3%	4%	6%	-2%
CCCc1c(C(=O)Nc2ccc(F)cc2F)cnn1-c1ccccc1	-16%	?	-10%	nt	5%	12%	8%	3%
C=CCn1c(=NC(=O)c2ccc(S(=O)(=O)N3CCCC3)cc2)sc2cc(NC(C)=O)ccc21	?	?	-6%	2%	?	-11%	48%[activator]	-6%
CC1(C)CC(=O)C(N=Nc2c(F)cccc2F)=C(O)C1	0%	13µM*	10%	nt	-1%	-8%	6%	2%
CCCCCN=Cc1c(C)[nH]n(-c2nc3ccccc3s2)c1=O	-2%	?	-1%	11%	-1%	4%	47%[activator]	2%
Cc1c(/C=N/NC(=O)c2ccc(Br)o2)cnn1C	4%	?	-20%	nt	-4%	8%	5%	-21%
Cc1ccc(-c2nnc(SCC(=O)N/N=C/c3ccccc3C(=O)O)n2-c2ccc(C)cc2)cc1	nt	nt	6%	nt	-1%	4%	3%	4%
CCOC(=O)CSc1nc(N)c(C#N)cc1C#N	-3%	?	-5%	?	?	3%	21%	0%
CCC(C)/C(C)=N/NC(=O)c1ccc(CSc2nc3ccccc3s2)cc1 (stereo unspecified)	4%	20µM*	3%	15%	0%	8%	14%	1%
O=C(Nc1ccccc1)c1ccc(NCC2CCCO2)c([N+](=O)[O-])c1 (stereo unspecified)	-1%	?	6%	18µM*	8%	5%	-10%	5%
O=C(COC(=O)CCc1ccccc1)Nc1ccccc1OC(F)F	nt	nt	0%	nt	-5%	-11%	-6%	-3%
CCCc1nnc(SCC(=O)N2CCOCC2)n1CC1CCCO1 (stereo unspecified)	-4%	10%	8%	0%	-3%	-15%	9%	-8%
O=C(CN1CCN(Cc2ccccc2Cl)CC1)N=Nc1c(O)[nH]c2ccccc12	-4%	11%	-9%	14%	-7%	1%	9%	-2%
Cc1ccc(C(C(=O)NC2CCCC2)N2CCc3ccccc32)cc1 (stereo unspecified)	-3%	3%	-2%	-10%	-17%	-6%	0%	2%
C/C(=N\OCC(=O)Nn1c(C)nc2ccccc2c1=O)c1cccs1	nt	nt	8%	nt	0%	-8%	0%	5%
COc1ccc2oc(-c3ccc(O)cc3)cc(=O)c2c1	nt	?	nt	nt	?	-12%	8%	-14%
N/C(Cc1ccc(Cl)cc1Cl)=N\OC(=O)c1ccc(Br)o1	-1%[15.4 µM]	nt	-3%	nt	-17%	-4%	21%	-7%
Cc1ccc(S(=O)(=O)N2CCc3ccccc3C2CN2C(=O)c3ccccc3C2=O)cc1 (stereo unspecified)	0%	?	-7%	-17%	-5%	-1%	0%	-2%
CN(C)C(=O)CCC(=O)N1CCCC(C(=O)c2ccc3c4c(cccc24)CC3)C1 (stereo unspecified)	5%	?	-4%	nt	?	0%	7%	-1%
COc1ccccc1-c1nnc(SCC(=O)NC2CCCCC2)o1	5%	7%	-2%	2%	4%	-2%	7%	-2%
Cc1cccc(NC(=O)N(Cc2cc3cc(C)cc(C)c3[nH]c2=O)CC2COCCO2)c1 (stereo unspecified)	-1%	-13%	?	nt	-2%	-1%	2%	4%
Cc1nc(N=C(N)N)nc2c(C)cccc12	5%	4%	-11%	nt	-7%	3%	-24%	11%
CCC(=O)NC(=S)Nc1ccc(NC(=O)c2ccco2)c(Cl)c1	11%	3.5µM*	-9%	-1%	2%	-3%	-3%	-1%
CCOC(=O)C(C)(C)n1nnc(-c2ccc([N+](=O)[O-])cc2)n1	10%	5%	0%	nt	-1%	-14%	10%	2%
O=C(CSc1ncnc2c1cnn2-c1ccc(F)cc1)NCc1ccc2c(c1)OCO2	-6%	5%	-1%	-52%[inhibitor]	0%	-1%	-4%	5%
O=C(NNC(=O)c1cccs1)c1ccco1	?	4%	4%	nt	-8%	19%	10%	4%
COc1ccc(NC(=O)C2CCC(CNc3c(N4CCCCC4)c(=O)c3=O)CC2)cc1OC (stereo unspecified)	-14%	-5%	6%	-7%	-14%	0%	8%	4%
COc1ccc2c(C(=O)CN3CCN(CCO)CC3)c[nH]c2c1	-15%	?	6%	3%	2%	1%	42%[activator]	0%
CC(=O)Nc1nc(C)c(CCC2OCCO2)c(=O)[nH]1	nt	nt	7%	nt	1%	3%	-5%	-9%
Cc1ccc(-c2nn3c(C)nnc3c3ccccc23)cc1S(=O)(=O)NC(C)(C)CO	-5%	8%	10%	?	?	-7%	4%	-1%
Cc1cc(=O)oc2cc(OC(C)C)ccc12	-2%	?	9%	-10%	?	-1%	11%	5%
Cc1ccc(OCCCn2c(=O)sc3ccccc32)cc1	-6%	-10%	-2%	-1%	-1%	6%	-3%	-8%
CCCCNC(=O)OC(C)CNC(=O)OC (stereo unspecified)	-1%	9%	5%	9%	8%	4%	-6%	1%
O=C(CN1c2ccccc2Sc2ccccc21)NNC(=S)Nc1ccc(Cl)cc1	nt	nt	-15%	nt	?	2%	10%	-2%
Cc1cccc(C(=O)N2CCN(c3ccc(N4CCOCC4)nn3)CC2)c1	nt	nt	3%	nt	?	5%	-6%	-1%
